Rhodamine autofl: compound fluoresces in the rhodamine spectral region | max dye-equivalent concentration, M | AID 594 | 59,000 compounds, 0.05% hits | Rhodamine-region fluorescence, 547/598 nm, Tris buffer; stronger effect = higher value; in the data active = max dye-equivalent concentration above about 11 nM; inconclusive = between about 1.1 nM and that limit
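Compounds in 100 mM Tris buffer, pH 8.0, were incubated 15 min at room temperature, then read at 547 nm excitation and 598 nm emission. Fluorescence was normalized against a per-plate six-point rhodamine standard curve as dye-equivalent concentration.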
HEK293 cAMP ctrl: raises cAMP in parental HEK293 cells, TSHR agonist counter-screen. parental HEK293 CNG cAMP sensor, membrane potential fluorescence. Potency, µM (series often up to 57.1 µM), for inactives: at the top dose activation, usual class: activators. 73,000 compounds, 2.5% hits. AID 938; also: potency is read from the fitted curve at half-maximal effect; % of control where 0% means no effect; nearly all actives have a fitted effect of over 55% in size
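Parental HEK 293 cells stably expressing a cAMP-gated CNG channel were loaded with membrane potential dye containing 100 uM RO 20-1724 for 60 min. Compound added for 30 min; depolarization read as fluorescence intensity at 590 nm.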
HADH2 inh: blocks human hydroxyacyl-CoA dehydrogenase type II; Potency, µM (top dose mostly 57.1 µM), for inactives: top-dose activity change, negative = inhibition, most hits filed as inhibitors; Q99714; recombinant HADH2, NADH fluorescence, beta-hydroxybutyryl-CoA; 73,000 compounds, 3.4% hits; also: potency is read from the fitted curve at half-maximal effect; % is scaled to controls: 0 for no effect and ±100 for the full control effect; nearly all actives have a fitted effect of over 60% in size; many of its hits are not listed in these tables
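NADH fluorescence (ex 360/em 450 nm) read every 30 s for 4 min; activity taken as last-minus-first time point difference. Enzyme 20 nM, NAD+ 1 mM, beta-hydroxybutyryl-CoA 90 uM, pH 9.0 Tris buffer.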
BRCT inh green: inhibitors of human BRCA1 BRCT-phosphoprotein interaction (green fluorophore); Potency, µM (highest dose often 76.9 µM), without a hit: at the highest dose activity change, negative = inhibition, usual class: inhibitors; 75,000 compounds, 0.05% hits; P38398; BRCA1 BRCT-phosphopeptide binding, green fluorescence polarization;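 also: potency is read from the fitted curve at half-maximal effect; plate controls were peptide without protein for full effect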
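Compounds were incubated for 12 min at room temperature with a complex of 100 nM fluorescein-tagged pBACH1 decapeptide and 250 nM His-tagged BRCT protein. Buffer was phosphate pH 7.3 with EDTA, DTT and Tween 20. Disruption of binding lowers the polarization signal.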
USP2a inh: USP2a (human) protease inhibition. O75604. USP2a enzymatic assay, qHTS inhibition. Potency, µM (series often up to 38.3 µM), inactives show at the highest dose activity change, negative = inhibition, hits mostly inhibitors. 60,000 compounds, 0.1% hits;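 also: potency is read from the fitted curve at half-maximal effect; nearly all actives have a fitted effect of over 60% in size; plate controls were DMSO for no effect and NEM full inhibition control for full effect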
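Coupled readout: USP2-cleaved Ub-PLA2 (20nM final) turns over NBD C6-HPC (20uM final), Ex 460nm/Em 535nm after 2.5 h, time-zero read flagging artifacts. Enzyme (20nM final, pH 8.0 Tris) given 30 min RT with compound first; NEM defines full inhibition.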
BRCT inh red: inhibitors of human BRCA1 BRCT-phosphoprotein interaction (red fluorophore) | 75,000 compounds, 0.03% hits | P38398 | Potency, µM (series often up to 76.9 µM), for the others: at the top dose activity change, negative = inhibition, hits mostly inhibitors | BRCT-phosphopeptide binding, red fluorescence polarization; also: % is scaled to controls: 0 for no effect and ±100 for the full control effect
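Rhodamine-labelled pBACH1 10-mer (100 nM) bound to BRCT domain (100 nM) at pH 7.3; compounds incubated 12 min room temperature, polarization read. Free peptide defines full inhibition; unlabelled decapeptide titrated as control.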
Pol III holo inh: DNA polymerase III holoenzyme inhibition; reconstituted DNA polymerase III holoenzyme replication, biochemical; AID 603; Potency, µM (doses to about 57.1 µM), for the others: top-dose activity change, negative = inhibition; 71,000 compounds, 0.25% hits; also: potency is read from the fitted curve at half-maximal effect; % is scaled to controls: 0 for no effect and ±100 for the full control effect
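Reconstituted *E. coli* holoenzyme (0.35 nM Pol III, 1 nM beta, 154 nM SSB, 2 nM primase) was preincubated with compound for 15 min at RT. Synthesis on 1.4 nM ssM13Gori ran 35 min, then was stopped with PicoGreen/EDTA and read as dsDNA fluorescence.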
Casp7 inh: allosteric or competitive inhibitors of human caspase-7; 75,000 compounds, 0.02% hits; AID 889; P55210; Potency, µM (series often up to 57.5 µM), for the others: top-dose activity change, negative = inhibition, most hits filed as inhibitors; recombinant caspase-7, Ac-DEVD-AFC fluorescence rate; active = well fitted inhibition curve with a large enough effect in the main read-out, with a control signal flat, not every such curve was filed as active; inconclusive = small, poorly fitted or top-dose-only effect, or a change in a side signal; also: potency is read from the fitted curve at half-maximal effect; % of control where 0% means no effect
Target sequence (P55210 24-198 limits assumed): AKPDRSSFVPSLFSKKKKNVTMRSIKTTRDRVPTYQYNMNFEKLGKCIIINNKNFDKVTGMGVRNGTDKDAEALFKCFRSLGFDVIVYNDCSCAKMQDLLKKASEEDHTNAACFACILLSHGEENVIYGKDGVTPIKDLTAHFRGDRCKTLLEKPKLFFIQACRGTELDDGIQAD
Target sequence (P55210 207-303 limits assumed): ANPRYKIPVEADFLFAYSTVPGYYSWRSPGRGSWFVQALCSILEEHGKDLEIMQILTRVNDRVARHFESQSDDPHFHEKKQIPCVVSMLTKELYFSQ
Tau filament bind: binders of human tau filaments; recombinant tau filaments, thioflavin S fluorescence, 15 h; filaments grown with octadecylsulfate alongside compound; Potency, µM (series often up to 57.1 µM), without a hit: at the top dose activity change, negative = inhibition; 71,000 compounds, 2% hits; AID 596;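 also: potency is read from the fitted curve at half-maximal effect; % is scaled to controls: 0 for no effect and ±100 for the full control effect; actives lower thioflavin S fluorescence by blocking filaments or displacing dye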
Target sequence (P10636 whole entry, looked up): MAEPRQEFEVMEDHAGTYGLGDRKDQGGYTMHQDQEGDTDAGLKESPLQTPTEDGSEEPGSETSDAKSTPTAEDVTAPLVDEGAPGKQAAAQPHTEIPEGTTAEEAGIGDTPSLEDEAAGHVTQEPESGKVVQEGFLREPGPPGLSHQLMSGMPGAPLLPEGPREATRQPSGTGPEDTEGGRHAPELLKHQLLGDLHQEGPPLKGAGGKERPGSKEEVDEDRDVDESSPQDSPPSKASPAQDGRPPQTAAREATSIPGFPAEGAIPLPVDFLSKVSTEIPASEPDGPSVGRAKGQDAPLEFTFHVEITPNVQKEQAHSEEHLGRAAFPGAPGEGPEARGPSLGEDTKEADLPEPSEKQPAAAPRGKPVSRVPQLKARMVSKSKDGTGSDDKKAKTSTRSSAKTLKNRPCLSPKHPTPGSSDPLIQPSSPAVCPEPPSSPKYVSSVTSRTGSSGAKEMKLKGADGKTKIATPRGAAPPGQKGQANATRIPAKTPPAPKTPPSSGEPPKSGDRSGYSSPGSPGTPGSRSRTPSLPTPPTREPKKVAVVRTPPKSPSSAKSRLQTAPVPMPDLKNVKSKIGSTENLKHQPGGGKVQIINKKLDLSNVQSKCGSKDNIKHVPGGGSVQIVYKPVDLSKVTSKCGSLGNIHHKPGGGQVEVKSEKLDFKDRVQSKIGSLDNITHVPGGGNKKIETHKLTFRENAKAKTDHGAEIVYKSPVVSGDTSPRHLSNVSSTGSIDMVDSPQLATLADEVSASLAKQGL
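His-tagged recombinant human tau (exons 2, 3, 10; 1 uM final) fibrillized with 30 uM sodium octadecylsulfate, 15 h at 37 C, in pH 7.4 HEPES buffer with 10 uM thioflavine S and 5 mM DTT. Reduced ThS fluorescence (450/510 nm) marks activity.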
Caspase-1 inhib: allosteric or competitive inhibitors of human caspase-1 | Caspase-1 enzyme, Ac-WEHD-AFC fluorogenic rate | AID 900 | P29466 | Potency, µM (titrated, usually from 57.5 µM), inactives show at the top dose activity change, negative = inhibition, hits mostly inhibitors | 75,000 compounds, 0.03% hits;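 also: potency is read from the fitted curve at half-maximal effect; plate controls were vehicle for no effect and no substrate for full effect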
15-hLO inh: 15-hLO (ALOX15) enzyme inhibition; P16050; purified 15hLO-1, xylenol orange hydroperoxide absorbance; Potency, µM (highest dose often 57.1 µM), for the others: at the highest dose activity change, negative = inhibition, usual class: inhibitors; 74,000 compounds, 1.4% hits; AID 887; also: potency is read from the fitted curve at half-maximal effect; % is scaled to controls: 0 for no effect and ±100 for the full control effect; nearly all actives have a fitted effect of over 55% in size
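Purified human 15hLO-1 (40 nM) in 25 mM Hepes pH 7.5, 0.01% Triton X-100, preincubated 15 min RT with compound, then 50 uM arachidonic acid for 6 min. Hydroperoxide read by ferrous/xylenol orange, 30 min; 573/405 nm absorbance ratio gave progress.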
* = called active by the depositor; i = inactive; ? = inconclusive; . = not tested or not shown; [ ] = another dose, or the depositor's remark. Unless noted, calls follow the shape of the dose curve; as a rule, active = well fitted curve in the direction sought with a large enough effect; inconclusive = small, poorly fitted or top-dose-only effect, or another doubt; inactive = no such curve, though single readings can be large; an effect the other way counts as inactive or inconclusive. Only part of the results is shown; the hit share may differ from the screen's.

SMILES | Rhodamine autofl | HEK293 cAMP ctrl | HADH2 inh | BRCT inh green | USP2a inh | BRCT inh red | Pol III holo inh | Casp7 inh | Tau filament bind | Caspase-1 inhib | 15-hLO inh
COc1ccccc1C(=O)Nc1ccc2oc(-c3ccc(F)cc3)nc2c1 | . | 5% | 308%[activator] | -1.6% | 21% | 1.8% | -8% | -1% | 175% | -1% | -2%
COC(=O)Nc1nnc(CCc2ccccc2)s1 | i | 9% | -5% | 0.5% | -2% | -0.8% | -3% | 0% | -1% | -2% | 7%
CCCn1c(SCC(=O)Nc2ccccc2N2CCCCC2)nc2c1c(=O)n(C)c(=O)n2C | i | 1µM* | 0% | 2.8% | -8% | -2.1% | -6% | 0% | 41% | -3% | -26%
O=S(=O)(NCCOc1ccc(F)cc1)c1ccc2c(c1)OCCO2 | i | ? | 8% | 1.8% | 3% | -1.3% | -4% | -1% | -5% | -2% | 3%
COc1ccc2[nH]cc(CCNc3ncnc4ccc(-c5c(C)noc5C)cc34)c2c1 | i | ? | 17% | -2.3% | 184%[activator] | -1.1% | -3% | -5% | -25% | -1% | -6%
CCCOC(=O)C1[C@H]2C(=O)N(CC3CCCO3)C[C@]23C=C[C@H]1O3 (stereo partly drawn) | i | 5% | -4% | 1.2% | -2% | 0.2% | -3% | 0% | -6% | -1% | 12%
CCn1c(=O)cc(OCC(=O)Nc2ccc(Cl)cn2)c2ccccc21 | i | -2% | 15% | -0.7% | 0% | -0.8% | -3% | 0% | -11% | 0% | -4%
O=C(COc1ccccc1)OCc1cc2ccccc2[nH]c1=O | i | 4% | -4% | 0.4% | 2% | -1.0% | -1% | 0% | 4% | -2% | -18%
CC1CCCCN1S(=O)(=O)c1ccc2c(c1)oc(=O)n2CC(=O)O (stereo not drawn) | i | 5% | -30% | -1.9% | -4% | 0.2% | -11% | -2% | -12% | 1% | 1%
C=CCN(CC=C)CC(O)Cn1c2ccccc2c2ccccc21 (stereo not drawn) | i | ? | -1% | 0.0% | -5% | -1.5% | 3% | -3% | -4% | -2% | -3%
O=C(CCNS(=O)(=O)c1cccs1)N1CCc2ccccc2C1 | i | 7% | -3% | -0.6% | 0% | -0.2% | -6% | 0% | 3% | -1% | -2%
Cn1cc(-c2nc3cncnc3n(C3CC3)c2=O)c2ccccc21 | i | -16% | 6% | -1.6% | 159%[activator] | -0.7% | -5% | -16% | -10% | -9% | 8%
Cc1cc(C)c(C)c(S(=O)(=O)NCCC(=O)O)c1C | . | -7% | -7% | -0.4% | . | -0.1% | . | -2% | . | -1% | -1%
Cc1noc(COc2ccc(OCc3nc(C)no3)cc2)n1 | . | 3% | ? | -1.3% | -1% | -1.2% | -7% | 0% | 0.79µM* | -5% | 0%
CCOc1cc2[nH]c(=O)n(CCCCCC(=O)NCc3ccc4c(c3)OCO4)c(=O)c2cc1OCC | i | -6% | 6% | -0.2% | 5% | 1.8% | 1% | 1% | -6% | 0% | 16%
CC(=O)Nc1ccc(S(=O)(=O)NCC2CCC(C(=O)NCCC(C)C)CC2)cc1 (stereo not drawn) | i | -5% | 7% | -1.1% | 9% | -0.8% | -4% | 0% | 7% | 2% | -6%
COc1cc(OC)c2c(OC)c(-c3ccc4c(c3)OCO4)c(=O)oc2c1 | . | . | . | -0.9% | -4% | -1.6% | . | -12% | . | -5% | -16%
O=c1cc[nH]c(=S)[nH]1 | . | . | . | 0.8%[3.08 µM] | -7% | -1.2% | . | 0% | . | 1% | 6%
CC(C)NC(=O)N1CC2(CCN(S(=O)(=O)c3ccccc3)CC2)C1 | i | 5% | -12% | 2.7% | 7% | -2.6% | -4% | 0% | -2% | -2% | 10%
CCCCN(CCCNc1ncnc2nc[nH]c12)c1ccccc1 | . | 2% | ? | -3.5% | . | 1.2% | -1% | -1% | 8% | -4% | ?
CC(C)N1CC(C(=O)Nc2nc3ccccc3s2)CC1=O (stereo not drawn) | i | -1% | 9% | 2.1% | 6% | -1.7% | -4% | -1% | -6% | 0% | -1%
O=C(c1cccs1)c1no[n+]([O-])c1C(=O)c1cccs1 | i | -4% | 0.63µM* | -1.4% | -27% | -0.7% | -6% | 0% | 3% | 1% | -2%
CCOC(=O)COc1ccc(C(=O)NC2CCCCC2)cc1 | i | 22% | 11% | 1.0% | 1% | -1.2% | -3% | -1% | -10% | -1% | 1%
CCn1c(CNc2cccc(Cl)c2)nnc1SCc1ccccc1 | i | ? | 13% | 0.6% | 3% | -1.2% | -2% | -3% | -3% | -5% | 1%
CCCCC(O)(C(NC=O)C(=O)OC)C(F)(F)F (stereo not drawn) | i | 17% | 14% | -2.5% | 5% | 0.9% | -4% | 2% | 6% | 0% | -6%
Carrying on:
SMILES | Rhodamine autofl | HEK293 cAMP ctrl | HADH2 inh | BRCT inh green | USP2a inh | BRCT inh red | Pol III holo inh | Casp7 inh | Tau filament bind | Caspase-1 inhib | 15-hLO inh
CCC(C)C(NC(=O)OC(C)(C)C)C(=O)NC(C(=O)N1CCCC1C(N)=O)C(C)CC (stereo not drawn) | i | 9% | ? | -3.7% | -2% | 0.1% | -8% | 3% | -8% | 0% | 6%
Cn1c(CCN2CCCCC2)nc2cc(NS(=O)(=O)c3ccccc3)ccc21 | i | -4% | 6% | -1.2% | -1% | -0.1% | -8% | 1% | 5% | 0% | -4%
CCn1c(SCC(=O)N2c3ccccc3Sc3ccccc32)nc2c1c(=O)n(C)c(=O)n2C | i | 7% | 16% | -0.9% | -1% | -0.4% | -9% | 3% | 2% | -2% | 7%
O=C(c1ccco1)N(CC1CCCO1)c1nc(-c2ccccc2)cs1 (stereo not drawn) | i | ? | -9% | 1.3% | 8% | 0.8% | 1% | -5% | 11% | -2% | -5%
COC(=O)c1sc(N)c(C(=O)OC)c1CSc1nnc(-c2ccccc2Cl)n1C | i | ? | 6% | 1.1% | 29% | -0.2% | -8% | -7% | 12% | -2% | -9%
O=C(CNS(=O)(=O)c1ccc(C(=O)N2CCCCC2)cc1)N1CCCCC1 | i | 13% | 7% | 1.5% | 6% | -1.0% | -8% | 1% | -14% | 3% | 1%
O=C(OC(C(=O)NCc1cccs1)c1ccc(F)cc1)c1ccco1 (stereo not drawn) | i | 18% | 4% | -1.7% | 15% | 0.9% | -2% | -1% | -1% | 1% | 3%
COCCNC(=O)c1ccc(CS(=O)(=O)c2ccc(C)cc2)o1 | i | 1% | 11% | -0.8% | 0% | -3.2% | 2% | 1% | 1% | -2% | 0%
Cc1cc(C(C)(C)CC(C)(C)C)ccc1OCCOCC[N+](C)(C)Cc1ccccc1 | i | ? | -3%[25.6 µM] | -1.1%[3.08 µM] | 41%[activator] | -4.6% | -5%[25.6 µM] | -8% | -1%[25.6 µM] | -4% | -5%
O=C(O)c1ccc(NS(=O)(=O)c2cc(Cl)ccc2Cl)cc1O | i | 12% | -4% | -1.1% | -2% | 0.6% | -9% | -1% | 2% | -1% | -25%
C[C@H](C(=O)c1ccncc1)c1ccccn1 | i | 6%[11.4 µM] | 5%[11.4 µM] | 1.2%[15.4 µM] | . | -1.1%[15.4 µM] | 2%[11.4 µM] | 2%[11.5 µM] | 2%[11.4 µM] | -3%[11.5 µM] | 14%[11.4 µM]

A section taken from the entries so far:
SMILES | Rhodamine autofl | HEK293 cAMP ctrl | HADH2 inh | BRCT inh green | USP2a inh | BRCT inh red | Pol III holo inh | Casp7 inh | Tau filament bind | Caspase-1 inhib | 15-hLO inh
Cc1cc(C(C)(C)CC(C)(C)C)ccc1OCCOCC[N+](C)(C)Cc1ccccc1 | i | ? | -3%[25.6 µM] | -1.1%[3.08 µM] | 41%[activator] | -4.6% | -5%[25.6 µM] | -8% | -1%[25.6 µM] | -4% | -5%
O=C(O)c1ccc(NS(=O)(=O)c2cc(Cl)ccc2Cl)cc1O | i | 12% | -4% | -1.1% | -2% | 0.6% | -9% | -1% | 2% | -1% | -25%
C[C@H](C(=O)c1ccncc1)c1ccccn1 | i | 6%[11.4 µM] | 5%[11.4 µM] | 1.2%[15.4 µM] | . | -1.1%[15.4 µM] | 2%[11.4 µM] | 2%[11.5 µM] | 2%[11.4 µM] | -3%[11.5 µM] | 14%[11.4 µM]

Bioassay records: PubChem, National Center for Advancing Translational Sciences (NCATS)
